# Salmonella PhoP GFP = inhibitors of PhoP regulon expression, primary screen, Salmonella Typhimurium, GFP reporter (AID 1863); S. Typhimurium PhoP-regulated promoter GFP reporter, 4 h; higher % means a stronger effect; inhibition, % at 50 µM; hits with a dose series show IC50 in µM; 0.16% of 300,000 active;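 active means inhibition over 29.93%, a cutoff 3 SD above the screen mean, later confirmed by dose response; inconclusive means inhibition over 29.93% but no dose response follow-up; inactive means inhibition at most 29.93% or unconfirmed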;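 further: 0% = low Mg2+ inducing control and 100% = high Mg2+ repressing control; strong numbers were not always called active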
# MgcRacGAP inhibition = MgcRacGAP GTPase-activating activity inhibitors, confirmation, biochemical, ADP Hunter fluorescence. MgcRacGAP-stimulated Rac1 GTP hydrolysis, ADP Hunter fluorescence; higher % means a stronger effect; GST-tagged Rac1 F28L mutant substrate. inhibition, % at 30 µM; hits with a dose series show IC50 in µM. 0.6% of 340,000 active;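 active means first-screen hits whose inhibition reached a set limit at any dose in the follow-up dose series; inconclusive means inhibition above the set first-screen limit but never retested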;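 further: fluorescence reports GDP produced by GAP-driven GTP hydrolysis; strong numbers were not always called active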
# GPR35 antagonists = GPR35 antagonists blocking zaprinast-driven arrestin recruitment, primary screen, imaging, U2OS, beta-arrestin-GFP, zaprinast agonist (AID 2058) | U2OS GPR35 beta-arrestin-GFP translocation imaging, zaprinast antagonism; higher % means a stronger effect | one-dose inhibition, % at 10 µM; IC50 in µM for titrated hits | 0.052% of 290,000 active;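 active means inhibition of at least 50% with at least 30 cells and total cytoplasm GFP at most 10,000,000; inconclusive means under 30 cells or total GFP of 10,000,000 plus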
# GPR55 antagonists = GPR55 antagonists blocking LPI-driven arrestin recruitment, primary screen, imaging, U2OS, beta-arrestin-GFP, LPI agonist (AID 2013); U2OS GPR55 beta-arrestin-GFP translocation imaging, LPI antagonism; higher % means a stronger effect; 0.13% of 290,000 active; one-dose inhibition, % at 10 µM; IC50 in µM for titrated hits;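 active means spots per cell inhibited over 60%, with over 100 cells counted and total cytoplasm intensity under 500,000; inconclusive means wells with under 100 cells, flagged as likely toxic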;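 further: U2OS cells stably carrying GPR55 and arrestin-GFP stimulated by 5 µM LPI near EC80; imaged beta-arrestin-GFP aggregate spots per cell after agonist stimulation; plate controls were LPI-stimulated DMSO wells for no effect and DMSO wells without LPI for full effect; some results filed as inactive read as strong as hits; confirmed hits need IC50 under 10 µM and bright autofluorescent wells are also inconclusive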
# Myeloid diff MLP = promotes myeloid progenitor differentiation; calls only at 10 µM; 1% of 360,000 active; ER-HoxA9 myeloid progenitors, lysozyme-GFP differentiation, flow cytometry;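 active means normalized GFP-positive differentiation at or above the plate's own cutoff, the solvent-only control mean plus 3 SD; inconclusive means no clear call, values can overlap the other calls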;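 further: cells exposed to compound for four days before flow analysis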
# SIAH1 antagonists = Siah-1 peptide-binding antagonists, primary screen, biochemical, fluorescence polarization, rhodamine-plectin, uHTS (AID 1817); Siah-1 / rhodamine-plectin peptide fluorescence polarization; higher % means a stronger effect; displacement, % at 20 µM, or IC50 in µM where a hit was titrated; 0.02% of 290,000 active;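 active means displacement of at least 50% at 20 µM, with a fluorescence ratio check between 0.3 and a set limit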;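 further: plate controls were Siah plus tracer with DMSO for no effect and tracer alone without Siah for full effect; strong numbers were not always called active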
# LYP phosphatase = inhibitors of LYP phosphatase, biochemical, fluorescence intensity, uHTS (AID 1779); recombinant LYP phosphatase, fluorescence intensity; higher % means a stronger effect; inhibition, % at 11.5 µM; hits with a dose series show IC50 in µM; 0.054% of 290,000 active; in the data active means inhibition above about 50%;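 further: plate controls were vehicle with enzyme for no effect and no enzyme for full effect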
# HIV peptide binding = cell-free HIV fusion peptide-binding blockers – biochemical, uHTS, fluorescence dequenching, primary screen (AID 1986); cell-free peptide binding, fluorescence dequenching, 30 min; higher % means a stronger effect; inhibition, % at 20 µM; hits with a dose series show IC50 in µM; 0.3% of 290,000 active; in the data active means inhibition mostly above about 52%, no sharp cut-off; inactive means mostly below about 76%; further: some results filed as inactive read as strong as hits
# NTR1 agonist = agonists of NTR1, primary screen, imaging, U2OS cells, beta-arrestin-GFP, high content (AID 493036). activation, % at 20 µM. 0.17% of 330,000 active. P30989. NTR1-U2OS beta-arrestin-GFP spot imaging, agonist mode;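 active means activation at or above 40% of the spot to cytoplasm intensity ratio, with at least 20 cells analyzed; inconclusive means wells under 20 cells, flagged as cytotoxic or low count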;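 further: 0% = DMSO without peptide and 100% = 100 nM NTR1 peptide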
# Target sequence (P30989 whole entry, looked up): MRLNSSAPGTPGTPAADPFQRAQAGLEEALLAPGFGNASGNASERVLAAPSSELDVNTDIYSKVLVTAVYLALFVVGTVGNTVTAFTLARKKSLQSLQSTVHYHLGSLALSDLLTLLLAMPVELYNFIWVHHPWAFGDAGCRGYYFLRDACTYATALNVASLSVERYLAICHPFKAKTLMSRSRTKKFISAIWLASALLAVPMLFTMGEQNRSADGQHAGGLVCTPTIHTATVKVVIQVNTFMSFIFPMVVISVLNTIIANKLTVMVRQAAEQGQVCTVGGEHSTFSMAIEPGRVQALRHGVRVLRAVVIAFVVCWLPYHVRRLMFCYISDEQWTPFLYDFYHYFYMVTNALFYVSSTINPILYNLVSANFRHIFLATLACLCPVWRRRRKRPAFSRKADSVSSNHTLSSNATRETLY
# NTR1 agonist cell count 20 µM = second read-out of NTR1 agonist, no call of its own (marks repeat the call); cell count; measured here: cell count, cytotoxicity flag
# Myeloid diff MLP GFP+ MAC1+ % = recorded beside Myeloid diff MLP, whose call it bears; GFP+ MAC1+ double positive, %; measured here: differentiation confirmed by MAC1 staining
# Starred values were filed as active, the others as inactive; i = inactive; ? = inconclusive; . = no result given.
SMILES,Salmonella PhoP GFP,MgcRacGAP inhibition,GPR35 antagonists,GPR55 antagonists,Myeloid diff MLP,Myeloid diff MLP GFP+ MAC1+ %,SIAH1 antagonists,LYP phosphatase,HIV peptide binding,NTR1 agonist,NTR1 agonist cell count 20 µM
COC(=O)c1ccccc1S(=O)(=O)Oc1ccc(-c2ccc(C(=O)O)cc2)cc1,-2.3%,2.5%,0.9%,-7.8%,i,1.1,1.5%,8.4%,13.8%,-0.5,40
CC(C)(C)NC(=O)C(c1ccccc1F)N(Cc1ccco1)C(=O)c1csnn1 (centres undefined),-5.9%,8.9%,1.7%,15.4%,i,0.9,2.5%,-8.3%,0.1%,1.3,53
O=C(Cc1ccc(S(=O)(=O)N2CCCCC2)s1)Nc1ccc(F)c(F)c1,2.2%,-8.5%,-0.7%,5.3%,i,0.7,5.9%,4.3%,0.1%,2.9,58
Cc1ccc(-c2nc3ccccc3[nH]2)cc1NC(=S)NC(=O)c1ccccc1Br,37.7%,11.3%,7.2%,12.1%,i,1.5,3.1%,6.0%,2.2%,2.1,51
O=[N+]([O-])c1cc(C(F)(F)F)cc([N+](=O)[O-])c1Sc1n[nH]c(C(F)(F)F)n1,-12.6%,6.0%,10.8%,10.2%,i,0.5,0.4%,-2.6%,2.0%,-0.5,40
C=CCSc1nnc(NC(=O)CSc2nc(CCC)cc(=O)[nH]2)s1,3.8%,12.2%,-0.3%,-5.9%,i,0.8,-0.4%,3.8%,2.3%,0.7,57
Cc1ccccc1NC(=S)N(Cc1ccco1)C(C)c1ccccn1 (centres undefined),-10.6%,13.1%,-4.3%,5.2%,i,1.1,-3.3%,-2.4%,-3.0%,2.3,75
CN1CCCC(n2nc(Cc3ccc(Cl)cc3)c3ccccc3c2=O)CC1 (centres undefined),9.5%,-3.7%,.,.,?,.,.,.,.,2.5,46
CCCc1cc(=O)oc2c(C)c(OC(C)C(=O)NCC(O)c3ccccc3)ccc12 (centres undefined),-8.3%,10.7%,3.0%,-0.9%,i,0.3,6.1%,-8.3%,1.0%,1.2,49
O=C(NCc1ccc(Cl)cc1)C1CCN(c2cnccn2)CC1,4.0%,7.2%,-9.7%,-3.2%,i,1.1,-1.3%,-7.8%,1.7%,-1.3,48
O=C(COC(=O)c1cc(Cl)ccc1O)NCC1CCCO1 (centres undefined),-9.8%,6.1%,.,.,i,1.2,.,.,.,4.8,45
COc1ccccc1C(=O)Nc1cccc(N(C)S(C)(=O)=O)c1,-8.6%,5.7%,6.2%,-13.8%,i,1.0,0.9%,-7.4%,-2.2%,0.1,48
NS(=O)(=O)c1ccc(N/N=C/c2ccncc2)cc1,9.9%,5.7%,0.1%,2.4%,i,0.4,2.3%,-5.3%,-2.0%,0.6,33
O=C(CC1C(=O)NCCN1Cc1cccc(C(F)(F)F)c1)NC1CCCCCC1 (centres undefined),-5.2%,7.6%,4.4%,19.1%,i,1.1,0.5%,-0.8%,4.0%,0.3,53
C=CCN(c1ccccc1)S(=O)(=O)c1cccc(C(=O)O)c1,-12.4%,0.5%,-1.5%,11.8%,i,1.8,-1.5%,-2.7%,2.3%,0.0,47
c1cc2[nH]snc2c2nc(C3CC3)nc12,16.7%,11.6%,8.0%,-0.3%,i,0.8,-2.1%,-0.6%,0.6%,-0.2,74
CCC(c1nnc(SCC(=O)N2CCOCC2)n1C1CCCCC1)N(C)C (centres undefined),-10.6%,14.7%,4.1%,10.3%,i,0.4,-0.8%,1.0%,-0.3%,-0.9,66
CC(=O)N(CN1C(=O)c2ccccc2C1=O)c1ccc2c(c1)oc1ccccc12,-4.6%,5.3%,-5.6%,11.9%,i,0.1,2.0%,-2.3%,-0.8%,1.0,58
COc1ccccc1CNC(=O)CCCn1nc(C)c2c(C)n(-c3ccccc3)nc2c1=O,-9.5%,9.9%,2.7%,19.4%,i,0.5,4.6%,-5.2%,1.6%,2.1,44
CCc1ccc(NC(=O)c2n[nH]c(=O)c3ccccc23)cc1,0.6%,2.2%,12.8%,-0.1%,i,0.3,8.2%,-4.7%,-1.1%,2.7,56
CC1CN(C(=O)c2cccc(Oc3ccccc3)c2)CC(C)O1 (centres undefined),-6.2%,4.3%,7.3%,2.0%,i,0.4,1.5%,-8.3%,1.3%,-0.8,85
O=C(CN1CCCN(Cc2ccc(F)cc2Cl)C1=O)NCc1ccccc1,4.9%,11.8%,-10.3%,9.5%,.,.,2.7%,1.5%,-1.4%,0.8,35
CCSCc1nnc(SCC(=O)Nc2ccc(OC)cc2)n1C,-5.3%,5.6%,-1.6%,5.3%,i,0.6,4.1%,-13.6%,0.1%,1.7,64
COc1ccnc(NCc2cccc(C(F)(F)F)c2)c1C#N,9.1%,-1.0%,5.7%,23.3%,i,0.8,4.2%,-7.4%,-2.6%,0.5,59
CCOC(=O)c1cc(NC(=O)CSc2nnc(CN3CCOCC3)n2C)ccc1Cl,6.4%,5.0%,.,.,i,1.5,.,.,.,-0.8,72
CCOC(=O)c1cc(S(=O)(=O)NC2CCCCC2)cn1C,0.8%,10.9%,-9.7%,7.4%,i,2.0,-0.4%,-16.0%,0.2%,1.2,53
Cc1cc(N=Nc2ccccc2C(=O)O)c(C)c(C)c1O,11.1%,14.3%,15.6%,-0.1%,i,0.1,-5.1%,4.5%,32.7%,2.3,50
CC(C)(C)c1ccc(C2=CSC3=NCCN23)cc1,-5.2%,13.8%,-8.4%,7.4%,i,0.5,3.0%,-8.0%,-0.4%,0.7,67
Cc1nn(C(=O)c2nn(C)cc2[N+](=O)[O-])c(C)c1Cl,0.8%,3.2%,10.4%,-0.9%,i,0.1,11.5%,-5.6%,2.4%,0.9,66
CC(=O)Nc1ccc(NC(=O)C(C)OC(=O)c2ccccc2C(=O)c2ccc(Cl)c([N+](=O)[O-])c2)cc1 (centres undefined),-6.3%,9.3%,-5.5%,14.9%,?,.,1.6%,-5.0%,1.6%,11.2,23
CCCCCCCCC(=O)NCCOc1ccccc1,7.5%,5.5%,-1.1%,4.2%,i,1.0,0.5%,0.1%,-0.4%,4.8,77
COc1cccc(C(=O)O/N=C/c2ccc(Sc3ccc(C)cc3)nc2)c1,2.1%,5.9%,-2.9%,5.4%,i,0.8,-2.2%,-2.8%,2.7%,3.2,85
COC(=O)c1cccc(NC(=O)CN2CCN(Cc3ccccc3)CC2)c1,26.5%,17.5%,10.9%,6.0%,i,0.6,-0.2%,-1.8%,2.2%,-0.4,47
Cc1cc2c(cc1S(=O)(=O)Nc1ccc(OC(F)(F)F)cc1)OCC(=O)N2,5.6%,13.2%,-11.4%,-19.0%,i,4.6,2.7%,-4.3%,1.3%,2.3,67
COc1cc([N+](=O)[O-])c(OC)cc1SCc1n[nH]c(=S)n1-c1ccc(C)cc1,-1.8%,2.2%,-2.1%,13.9%,i,0.6,8.0%,1.6%,-1.3%,-1.8,63
Nc1nonc1C(=O)OCC(=O)c1ccc(Cl)cc1,4.6%,4.7%,7.9%,-0.9%,i,0.7,5.9%,-8.0%,1.4%,-0.6,65
CCc1nnc(NC(=O)CN2CCN(c3ccccc3OC)CC2)s1,-3.4%,?,5.5%,-24.8%,i,1.2,2.6%,-5.5%,0.6%,2.2,54
NC(=O)C1(N2CCCCC2)CCN(c2ccc3nnc(-c4ccccc4)n3n2)CC1,-0.3%,1.9%,0.1%,0.8%,i,3.4,4.4%,-9.1%,14.3%,3.8,53
CC(C)COc1ccc(CNC(=S)NCc2ccccc2)cc1,4.4%,7.3%,11.4%,2.8%,i,0.8,4.7%,-1.4%,-2.5%,7.1,40
O=C(CN1C(=O)CC(c2ccccc2)=Nc2ccccc21)NCc1ccco1,4.8%,2.8%,2.1%,3.6%,i,1.3,-5.5%,1.5%,-2.3%,-1.5,90
O=C(NNc1nc2c(F)cc(F)cc2s1)C1COc2ccccc2O1 (centres undefined),2.1%,7.1%,-0.4%,-8.9%,i,0.5,8.1%,-3.8%,-0.5%,-0.3,42
O=C(NCCC1=CCCCC1)c1cc(S(=O)(=O)N2CCOCC2)c(Cl)cc1Cl,-6.8%,3.9%,.,.,i,0.3,.,.,.,0.3,77
CC1=CCC(C(=O)O)(C(=O)N/N=C/c2cccs2)C(c2ccc(F)cc2)C1 (centres undefined),-2.9%,5.0%,-1.9%,12.4%,i,10.9,6.5%,1.3%,1.3%,4.3,59
CC(C)N1CCc2c(sc(NC(=O)Cc3ccccc3)c2C#N)C1,.,13.9%,2.6%,4.6%,i,1.0,2.4%,-7.3%,-0.4%,-0.4,54
Cc1cccc2sc(NC(=O)CCNS(=O)(=O)c3cccc4nonc34)nc12,3.4%,4.3%,-23.2%,-3.9%,i,1.0,2.4%,-10.2%,-2.0%,1.0,93
CCOc1ccc(N2CC(C(=O)Nc3ccc(S(=O)(=O)NCC4CCCO4)cc3)CC2=O)cc1 (centres undefined),-3.6%,6.8%,9.1%,7.9%,i,1.8,0.8%,-8.0%,0.5%,-0.9,50
COc1ccc(C(=O)N/N=C/c2ccccc2OC(=O)c2ccccc2)cc1,0.6%,3.8%,3.0%,-18.5%,.,.,4.0%,-0.8%,2.8%,1.8,37
CC1CCCCC1NC(=O)COCc1cc(-c2cccs2)on1 (centres undefined),-2.5%,8.0%,14.7%,10.4%,i,0.7,-6.3%,-11.7%,-0.6%,1.4,59
COc1ccccc1NC(=O)C(=O)N/N=C(\C)CC(=O)Nc1ccccc1C(F)(F)F,8.6%,9.1%,13.2%,4.2%,i,0.6,-0.3%,-7.4%,-0.6%,-0.2,41
COC(=O)Cn1c(=O)cnc2ccccc21,3.5%,2.7%,3.5%,16.9%,i,7.0,-1.6%,-2.3%,-0.9%,-1.1,40
CN(C(=O)CCN1C(=O)c2ccccc2C1=O)c1ccccc1,1.9%,10.1%,3.2%,-11.9%,i,1.0,14.9%,-11.5%,1.9%,0.0,74
Cc1ccc(Cn2c(=O)n(Cc3ccco3)c(=O)c3ccccc32)cc1,0.3%,8.4%,0.3%,3.9%,i,3.1,-3.1%,-0.3%,-0.5%,1.6,51
COc1ccc(C(CNC(=O)C(C)(C)Oc2ccc(Cl)cc2)N2CCCCC2)cc1 (centres undefined),9.4%,11.5%,-23.1%,3.2%,i,5.2,-0.3%,-11.2%,0.9%,-0.2,71
CCc1ccc(/C=C2\Oc3c(ccc(O)c3CN3CCN(C)CC3)C2=O)cc1,-8.7%,10.2%,-3.9%,-6.9%,i,0.3,0.9%,-3.4%,33.9%,0.1,50
CSc1nc(-c2ccco2)nn1C(=O)c1ccc(C)cc1,-7.4%,0.7%,-2.8%,4.0%,i,1.9,3.5%,-3.6%,5.3%,0.8,60
